# Growth percent in the NCI-60 one-dose screen (48 h, 10 µM unless noted): 100 = growth as untreated, 0 = no growth, -100 = all killed.
# M14: M14 melanoma; AID 1794745; 6.2% of 80,000 active
# SK-MEL-5: SK-MEL-5 melanoma. 6.4% of 80,000 active
# MDA-MB-435: MDA-MB-435 melanoma | 7.8% of 82,000 active | AID 1794794
# MALME-3M: MALME-3M melanoma | AID 1794766 | 5.8% of 78,000 active
# SK-MEL-2: SK-MEL-2 melanoma | 4.7% of 77,000 active | AID 1794763
# UACC-62: UACC-62 melanoma; 5.4% of 81,000 active; AID 1794756
# UACC-257: UACC-257 melanoma | AID 1794764 | 4.4% of 78,000 active
# SK-MEL-28: SK-MEL-28 melanoma; AID 1794761; 4.1% of 81,000 active
# Active calls of the source: *; . = no result given; & = joins results of further samples; [ ] = dose if it differs, or a comment. Rule for the calls: active = growth percent below 10; inactive = the rest.
SMILES,M14,SK-MEL-5,MDA-MB-435,MALME-3M,SK-MEL-2,UACC-62,UACC-257,SK-MEL-28
CC(C)(c1ccc(OCC(O)CN2CCOCC2)cc1)c1ccc(OCC(O)CN2CCOCC2)cc1 (centres undefined),100,83,102,89,100,95,94,106
COc1ccc(-c2nnc(SCC(=O)Nc3ccc(C(=O)/C=C/c4ccc(OC)c(OC)c4)cc3)o2)cc1,105,76,94,100,94,83,74,99
Cc1ccc(Nc2ncnc3c2sc2nc(C)cc(C)c23)cc1,100,93,104,96,107,94,98,106
O=C(c1ccncc1)c1c(Cc2ccccc2)ccc2ccccc12,108,80,83,32,70,66,-14*,90
CCOC(=O)c1c(-c2ccc(Cl)cc2)c(C#N)c(=O)n(-c2ccccc2CC)c1N,105,85,106,100,114,69,113,99
COc1ccc(-c2nn(-c3ccccc3)cc2/C=C/C(=O)c2ccc(NC(=O)CCCCCCC(=O)NO)cc2)cc1,.,101,104,137,109,95,114,113
Cn1cnc2c(N3CCN(C(=O)OCc4ccc5c(Cl)cc(Cl)c(O)c5n4)CC3)nc(Cl)nc21,66,42,68,85,81,54,90,68
COC(=O)[C@H]1Cc2c([nH]c3ccccc23)[C@H](c2cccnc2)N1,111,100,106,106,123,90,118,102
COc1cc(-c2cc(-c3cc(OC)c(OC)c(OC)c3)nc3nc(N)[nH]c(=O)c23)ccc1Oc1ccnc2cc(Cl)ccc12,13,27,-58*,59,29,50,67,57
C(CCCCCCCCCCOC1CCCCC1)CCCCCCCCCOC1CCCCC1,103,116,108,122,120,110,114,111
COc1cc(-c2noc(C(Cc3ccccc3)NC(=O)OCc3ccccc3)n2)cc(OC)c1OC (centres undefined),94,88,94,107,94,65,104,100
COc1ccc(-c2nnn(-c3ccccc3)c2N)cc1OC,.,104,108,99,89,101,86,101
COc1cnc2c(c1)C(=O)c1c-2n(CCCN2CCN(C)CC2)c(=O)c2cc([N+](=O)[O-])ccc12,-85*,-97*,-94*,-73*,-14*,-78*,-38*,-81*
COc1cc(Nc2c(C#N)cnn3cc(-c4cnn(CC(C)(C)O)c4)cc23)ccc1Cl,.,65,38,68,61,46,82,86
N#C/C(C(=O)Nc1ccc(S(N)(=O)=O)cc1)=C1\C(=O)N(Cc2ccccc2)c2ccc(Cl)cc21,70,50,63,53,75,69,68,70
Clc1cc(Cl)c2c(c1)C=C1CCCC3=Cc4cc(Cl)cc(Cl)c4OC13O2,99,98,105,104,108,95,100,95
CC(C)(C)C(=O)Nc1ccc2c(c1)C(=O)c1ccccc1C2=O,100,82,103,110,.,88,110,106
CCOC(=O)C[n+]1cccc(Br)c1,107,97,104,90,92,95,74,114
CCCC(CCC)=NCCCO,103,101,107,91,110,103,102,115
Cn1cc(-c2ccc3[nH]c(=O)nc(-c4ccccc4)c3c2)cn1,101,95,108,95,92,97,94,109
Nc1ccn(C2OC(CO)C(O)C2F)c(=O)n1 (centres undefined),65,93,78,73,90,78,95,60
C=CCn1c(C)nc2cc(Nc3nc(N)c4ccccc4n3)ccc21,100,100,107,108,99,115,.,105
N#C/C(S)=C(/S)C#N,98,105,95,93,117,92,.,101
COc1cc(-c2nc(SC(C)C)nc(Nc3ccc([N+](=O)[O-])cc3[N+](=O)[O-])c2C#N)cc(OC)c1OC,115,92,105,108,105,86,109,114
CCC(CC)N1C(=O)/C(=c2\sc3n(c2=O)C2C(NN=3)N(CC)C(=O)N2CC)c2ccccc21 (centres undefined),.,-20*,-8.3*,70,59,15,70,59
SMILES,M14,SK-MEL-5,MDA-MB-435,MALME-3M,SK-MEL-2,UACC-62,UACC-257,SK-MEL-28
Cc1cc(=O)oc2cc(OCCOc3cccc(/C=C/C(=O)NO)c3)ccc12,89,89,93,107,146,75,95,89
NC(=S)N/N=C/c1ccco1,108,94,102,98,108,100,111,113
Cc1ccc2[nH]c(=O)cc(N/N=C/c3ccccc3)c2c1,86,77,101,126,85,87,93,115
c1ccc(OCC[P+](c2ccccc2)(c2ccccc2)c2ccccc2)cc1,33,-40*,4.7*,15,-16*,8.3*,-4.9*,26
Oc1ccccc1-c1nnc(SCc2ccc(O)c3ncccc23)o1,27,-4.1*,18,30,34,30,25,51
Cc1ncncc1N,100,106,110,100,99,96,76,117
Cc1nonc1-c1ccc2c(c1)OCO2,108&110,101&99,109&90,142&116,100&113,98&110,111&104,169&118
COC(=O)[C@H](Cc1c[nH]c2ccccc12)NC(=O)[C@H](Cc1ccccc1)NCc1ccco1,100,95,102,98,95,85,79,112
C=CC[Si](c1ccccc1)(c1ccccc1)c1ccccc1,108,105,108,96,98,107,97,116
COc1ccccc1Nc1nnc(-c2csc(N)n2)s1,109,103,101,.,121,101,105,102
O=c1ccn2c(n1)OC1CC2OC1COC(c1ccccc1)(c1ccccc1)c1ccccc1 (centres undefined),112,100,103,119,113,103,94[100 µM],118
C=C(C)[C@@H]1CC=C2c3sc(-c4ccc(C)cc4)nc3C[C@@H](C)[C@]2(C)C1,100,101,101,104,105,93,105,103
NC(N)=N/N=C(/c1ccccc1)c1ccc2nc(-c3ccc(O)cc3)[nH]c2c1,91,95,103,103,92,78,104,102
Brc1ccc2c(c1)C(c1c[nH]c3ccccc13)(c1c[nH]c3ccccc13)CCO2,65,83,44,92,60,56,74,98
O=C(/C=C(/C=C/c1cc2ccccc2s1)OB(F)F)/C=C/c1cc2ccccc2s1,99,97,100,96,111,92,95,106
Cc1ccc(CNc2c3ccccc3nc3cc(NC(=O)CCN4CCCC4)ccc23)cc1,-88*,42,8.9*,-94*,40,36,24,54
COc1ccc(C2=NN(C(C)=O)C(c3ccc(Oc4ccnc5cc(Cl)ccc45)c(OC)c3)C2)cc1 (centres undefined),72,66,57,53,42,55,71,36
Cc1cc(N)c2cc(NC(=O)CCCCCC(=O)Nc3ccc4nc(C)cc(N)c4c3)ccc2n1,103,109,.,110,108,102,94,105
Cc1cc(C)c(C(=O)c2ccccc2)c(C)c1,99,.,105,96,105,92,105,107
CCSc1ccc(C2C(Br)C(=O)N2c2cc(OC)c(OC)c(OC)c2)cc1 (centres undefined),4.2*,-11*,-1.6*,70,64,30,45,57
CC1=CCC(OC(=O)C(C)(O)CCC(O)(C(=O)OC2(C)C=CC(O)(C(C)C)CC2)C(C)C)(C(C)C)CC1 (centres undefined),102,101,104,97,108,98,106,114
O=C(Nc1ccc2oc(=O)ccc2c1)Nc1ccc(Cl)cc1Cl,107,.,116,107,105,98,120,105
COC(=O)C1=C(C)NC(C)=C(C(=O)OC(C)C)C1c1cccc(C#N)c1 (centres undefined),103,100,103,96,99,96,102,106
NC(=O)c1c(NC(=O)c2ccccn2)sc2c1CCC(=O)C2,22,-20*,21,49,38,-3.1*,47,40
O=C(N/N=C\c1ccc([N+](=O)[O-])cc1)c1ccncc1,97,106,113,108,100,95,108,124
SMILES,M14,SK-MEL-5,MDA-MB-435,MALME-3M,SK-MEL-2,UACC-62,UACC-257,SK-MEL-28
CS/C(N)=N/N,98,112,115,113,106,98,87,104
FC(F)(F)C(F)(F)c1nc2nc(Cl)c(Cl)nc2[nH]1,99,110,104,.,123,100,88,103
NC(=O)C(O)(C(F)(F)F)C(F)(F)F,107,105,89,111,137,108,111,112
COc1ccc(-c2c(C(=O)O)nnn2-c2cc(OC)c(OC)c(OC)c2)cc1,105,99,102,111,104,107,97,100
O=C1C=CC2=C3c4cc(O)c(O)cc4CC3(O)COC2=C1O (centres undefined),102,138,111,124,87,98,.,119
CCSc1nnc(-c2ccc(NC(=O)c3cccnc3)cc2)o1,108,99,106,114,107,108,106,114
FC(F)(F)c1cc(NC2=NCCN=C(Nc3cc(C(F)(F)F)cc(C(F)(F)F)c3)SS2)cc(C(F)(F)F)c1,82,50,65,37,.,36,64,75
COc1ccc(/C(CSc2nnc(-c3c[nH]c4ccccc34)n2-c2ccccc2)=N/O)cc1,29,-10*,-5.2*,73,5.9*,31,50,37
Nc1ccc(N2CCCCC2)cc1,105,105,109,123,104,96,90,112
COCCNC(=O)Cc1cc(-c2ccc(Cl)cc2)n(-c2ccccc2)c1C,88,79,94,94,91,59,96,103
CS(=O)(=O)Nc1cc(-c2ccc3ncnc(Nc4ccc(OCc5cccnc5)c(Cl)c4)c3c2)cnc1Cl,3.0*,-95*,-9.4*,-35*,-77*,-64*,1.8*,-6.8*
Cn1ncc2c(Nc3ccc(O)cc3)nc(Cl)nc21,111,100,102,128,106,83,105,114
C[C@@H]1CC[C@@H]2[C@@H]1[C@H](OC(=O)/C=C/c1ccccc1)[C@]1(C3CCCCC3)C[C@@H](OC(=O)CO)[C@@]2(C)O1,90,86,88,104,92,73,68,84
CC1CCC2(CC1)SC(C)C(=O)N2NC(=O)Cc1ccccc1Nc1c(Cl)cccc1Cl (centres undefined),84,78,81,97,87,73,78,101
C[n+]1ccccc1/C=C/c1ccc(Cl)cc1,104,101,104,104,107,110,97,119
CCCCN(CCCC)P1(=O)OP(=O)(N(CCCC)CCCC)OP(=O)(N(CCCC)CCCC)O1 (centres undefined),101,106,100,104,93,115,.,111
O=C(Oc1ccc(Cl)cc1Cl)c1ccc([N+](=O)[O-])cc1,112,100,111,146,99,105,112,.
Cc1cc(Cl)nc(Cl)n1,100,105,109,96,83,83,81,105
Cn1cc(-c2nn3cc(-c4ccc([N+](=O)[O-])cc4)nc3s2)c2ccccc21,96,90,98,99,111,92,87,101
CCC(C)c1ccc(O)c(C(C)CC)c1 (centres undefined),99,103,107,101,97,104,.,109
CCC(C)(O)C(C)=O (centres undefined),109,.,108,106,101,117,107,113
Cc1n(Cc2ccc3ccccc3n2)cc[n+]1Cc1ccc2ccccc2c1,18,-88*,0.5*,-30*,.,-27*,-15*,16
O=C(O)CCC(=O)c1ccc(Br)cc1,105,105,105,.,.,93,99,110
CS(C)(C)/C(Nc1ccccc1)=C(\C#N)C(=O)N/N=C/c1ccco1,105,97,101,104,103,94,83,106
CCC(=O)Nc1ccc(C)cc1C,96,105,94,85,93,.,115,104
SMILES,M14,SK-MEL-5,MDA-MB-435,MALME-3M,SK-MEL-2,UACC-62,UACC-257,SK-MEL-28
Cc1c(O)cc(-c2cnc(Nc3ccc(Cl)cc3)s2)c(O)c1C,95,96,100,114,101,69,105,104
CCCCCCCCn1ccc2cc(NC(=O)Cn3cc(CN4CCOCC4)nn3)ccc21,91,87,100,100,100,87,104,100
COc1ccc(C2CC(c3ccc(N4CCOCC4)cc3)=NN2c2nc(-c3ccc(F)cc3)c(C#N)c(N3CCOCC3)n2)cc1OC (centres undefined),102,93,98,123,105,90,109,103
COc1ccc(/C=C2\CN(C(=O)C(Cl)Cl)C/C(=C\c3ccc(OC)c(OC)c3)C2=O)cc1OC,-73*,-59*,-34*,-71*,15,-60*,18,-8.6*
c1ccc(CN(Cc2ccccc2)Cc2cccc3ccccc23)cc1,95,99,102,102,96,99,109,114
COc1ccc(-c2ccc(SCC(=O)Nc3nc4ccccc4[nH]3)nn2)cc1,110,90,108,90,115,85,113,101
Cc1ccc(C2=CCCc3ccccc32)cc1,93,93,100,99,102,100,105,110
CC1CN(CC(O)c2ccccc2)CC(C)O1 (centres undefined),112,98,109,113,98,100,97,101
COc1ccc(-c2cc(-c3nnc(SCC(=O)Nc4ccc(/C(C)=N\O)cc4)o3)c3ccccc3n2)cc1,115,99,110,98,98,106,101,114
CCOC(=O)CCCN1C/C(=C\c2ccccc2)C(=O)c2cc(C)ccc21,88,99,101,108,96,78,93,101
CC1(C)CSC(=S)N1,107,102,102,109,122,96,92,101
Nc1cccc(-c2cc(Cl)cc3c(=O)[nH]c(N4CCOCC4)nc23)c1,102,101,102,98,97,95,92,107
COc1cc(CNC(=O)CCCC/C=C/C(C)C)ccc1OCc1nnc(Nc2cccc(Cl)c2)o1,99,97,105,.,104,77,99,99
COc1ccc2c(c1)nnc1c3cccnc3[nH]c21,4.8*,46,14,11,-13*,-0.4*,33,32
COC(=O)c1c(-c2ccccc2)c(-c2ccccc2)[nH]c(=O)c1C#N,102,100,105,99,126,92,111,104
C=C(C)[C@@H]1CCC[C@]2(C(=O)O)CC[C@]3(C)[C@@H](CC[C@@H]4[C@@]5(C)C/C(=C/c6cccnc6)C(=O)C(C)(C)[C@@H]5CC[C@]43C)[C@@H]12,75,65,77,78,80,65,84,82

# Quoted at random: 6 compounds from above.
SMILES,M14,SK-MEL-5,MDA-MB-435,MALME-3M,SK-MEL-2,UACC-62,UACC-257,SK-MEL-28
Nc1cccc(-c2cc(Cl)cc3c(=O)[nH]c(N4CCOCC4)nc23)c1,102,101,102,98,97,95,92,107
CCOC(=O)CCCN1C/C(=C\c2ccccc2)C(=O)c2cc(C)ccc21,88,99,101,108,96,78,93,101
COc1ccc(C2CC(c3ccc(N4CCOCC4)cc3)=NN2c2nc(-c3ccc(F)cc3)c(C#N)c(N3CCOCC3)n2)cc1OC (centres undefined),102,93,98,123,105,90,109,103
Cc1ccc(C2=CCCc3ccccc32)cc1,93,93,100,99,102,100,105,110
c1ccc(CN(Cc2ccccc2)Cc2cccc3ccccc23)cc1,95,99,102,102,96,99,109,114
C=C(C)[C@@H]1CCC[C@]2(C(=O)O)CC[C@]3(C)[C@@H](CC[C@@H]4[C@@]5(C)C/C(=C/c6cccnc6)C(=O)C(C)(C)[C@@H]5CC[C@]43C)[C@@H]12,75,65,77,78,80,65,84,82

# Whole records, looked up by structure. Values in the order: M14	SK-MEL-5	MDA-MB-435	MALME-3M	SK-MEL-2	UACC-62	UACC-257	SK-MEL-28
# `COc1ccc(/C=C2\CN(C(=O)C(Cl)Cl)C/C(=C\c3ccc(OC)c(OC)c3)C2=O)cc1OC` across the screens: -73*	-59*	-34*	-71*	15	-60*	18	-8.6*
# `COc1ccc(-c2ccc(SCC(=O)Nc3nc4ccccc4[nH]3)nn2)cc1` across the screens: 110	90	108	90	115	85	113	101
# `COc1ccc2c(c1)nnc1c3cccnc3[nH]c21` across the screens: 4.8*	46	14	11	-13*	-0.4*	33	32
# `COc1cc(CNC(=O)CCCC/C=C/C(C)C)ccc1OCc1nnc(Nc2cccc(Cl)c2)o1` across the screens: 99	97	105	.	104	77	99	99

# Screening data: PubChem, NCI
